Calpain2 inh = calpain II (pig) inhibition. purified calpain II, fluorogenic peptide substrate, 30 min. 220,000 compounds, 0.37% hits. inhibition, % at 16 µM. AID 1236;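 active = inhibition above about 50%, limit read from the data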
zfTRPN1 agonist = activates the zebrafish TRPN1 channel | HEK293 zebrafish TRPN1-YFP, Fluo-8 calcium fluorescence; 100% = response to 87 µM carbachol | activation, % at 3 µM | 220,000 compounds, 0.18% hits | AID 1424;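 active = activation above its plate's cutoff, the mean activation of test wells on that plate plus 3 SD, cut at about 19% in these data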;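 note: 0% = DMSO alone and 100% = 87 µM carbachol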
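Material: zebrafish TRPN1-YFP in HEK293 cells; Doses: single test compound dose, 3 µM nominal, 0.3% DMSO; Timing: dye loading 1 h at 37 °C, then 30 min room temperature; Technique: intracellular calcium fluorescence with Fluo-8; Benchmarks: high carbachol 87 µM, low DMSO alone.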
KCC2 mod = KCC2 (human) Cl- transport modulation; Q9H2X9; KCC2 cells, thallium flux FluoZin-2 fluorescence; B-score of Tl+ flux slope (higher = more flux/activation; lower = inhibition) at 10 µM; 190,000 compounds, 2.2% hits; AID 1456;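 active = thallium flux slope and its plate-corrected score both differing from the plate sample mean at a set confidence after two filtering rounds, in either direction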;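 note: slope of fluorescence scaled to starting intensity during 10 to 20 s after thallium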
Furin inh = inhibitors of human furin; AID 463115; P09958; 220,000 compounds, 0.061% hits; purified furin, fluorogenic substrate cleavage; inhibition, % at 30 µM; in the data active = inhibition above about 25%; note: inactives centre near -15
Target sequence (P09958 108-714 limits assumed): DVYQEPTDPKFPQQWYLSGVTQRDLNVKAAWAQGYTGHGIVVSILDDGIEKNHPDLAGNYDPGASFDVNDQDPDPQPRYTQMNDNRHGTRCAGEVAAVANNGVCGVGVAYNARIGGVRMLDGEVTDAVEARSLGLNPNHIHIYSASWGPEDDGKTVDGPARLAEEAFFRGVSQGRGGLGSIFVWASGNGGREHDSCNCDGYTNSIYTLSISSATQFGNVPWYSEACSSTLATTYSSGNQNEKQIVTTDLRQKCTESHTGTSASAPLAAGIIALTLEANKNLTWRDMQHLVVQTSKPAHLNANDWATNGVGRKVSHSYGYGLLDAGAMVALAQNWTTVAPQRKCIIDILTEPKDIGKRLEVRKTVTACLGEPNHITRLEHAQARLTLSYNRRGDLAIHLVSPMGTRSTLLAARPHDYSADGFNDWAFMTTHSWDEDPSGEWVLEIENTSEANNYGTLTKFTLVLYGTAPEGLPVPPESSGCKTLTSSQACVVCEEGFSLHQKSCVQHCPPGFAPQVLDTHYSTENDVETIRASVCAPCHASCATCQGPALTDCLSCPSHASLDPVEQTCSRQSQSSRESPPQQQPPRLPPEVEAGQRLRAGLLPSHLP
Tb hexokinase = blocks Trypanosoma brucei hexokinase 1 activity. recombinant TbHK1, G6PDH-coupled NADH A340. inhibition, % at 10 µM. 220,000 compounds, 0.11% hits. AID 1430;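 active = inhibition of 50% or more in the single-dose primary screen; inactive = inhibition below 50%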
TRPML3 agonist = activates the human TRPML3 channel; HEK293 TRPML3-YFP, Fluo-8 calcium fluorescence; 100% = the carbachol control signal; Q8TDD5; 220,000 compounds, 0.29% hits; activation, % at 3 µM;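 active = activation above its plate's cutoff, the mean activation of the plate's test wells plus 3 SD, cut at about 12% in these data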;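 note: 0% = DMSO only wells and 100% = carbachol wells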
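Test system: HEK293 cells stably carrying human TRPML3-YFP; Doses: single dose, 3 µM final nominal compound, 0.3% DMSO final; Schedule: dye loading 1 h 37 °C then 30 min ambient, 125 s read; Technique: Fluo-8 calcium fluorescence; Benchmarks: high control carbachol 87 µM, low control DMSO.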
Thrombin inh = thrombin (human) inhibition; P00734; alpha-thrombin, Boc-VPR-AMC fluorogenic substrate cleavage; inhibition, % at 5 µM; 220,000 compounds, 0.26% hits; AID 1046;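 active = inhibition at or above 40%; inactive = inhibition below 40%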;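 note: 0% = enzyme with no compound and 100% = wells without enzyme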
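signal = AMC fluorescence, 355/460 nm | material = human alpha-thrombin enzyme | control set = enzyme without compound as high, wells lacking enzyme as low | times = reaction at room temperature | read-out basis = percent inhibition scaled between no-compound controls and no-enzyme blanks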
PPC-1+TRAIL kill = PPC-1 cancer cell killing with TRAIL present; PPC-1 cells + TRAIL, ATPLite viability luminescence; cell killing (% activity), % at 4 µM; 220,000 compounds, 0.41% hits; AID 1443;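 active = cell killing above 50% in the first pass at 4 µM, then a duplicate retest at 5 µM averaging 50% or more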;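 note: plate controls were cells with TRAIL plus DMSO for no effect and medium-only wells lacking cells for full effect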
EBV gp42 block = inhibitors of Epstein-Barr virus glycoprotein 42 | Q1HVG2 | Fluorescence polarization binding assay, mP read-out | inhibition, % (tested at 21.74 µM) | 220,000 compounds, 0.42% hits; in the data active = inhibition above about 50%
Target sequence (Q1HVG2 whole entry, looked up): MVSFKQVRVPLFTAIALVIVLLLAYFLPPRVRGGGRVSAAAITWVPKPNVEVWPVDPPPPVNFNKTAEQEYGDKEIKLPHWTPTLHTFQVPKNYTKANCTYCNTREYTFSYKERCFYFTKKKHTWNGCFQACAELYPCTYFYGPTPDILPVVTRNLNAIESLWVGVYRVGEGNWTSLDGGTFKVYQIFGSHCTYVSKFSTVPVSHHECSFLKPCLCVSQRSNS
An asterisk follows results filed as active; nt = no result given; [ ] = dose if it differs, or a comment.

canonical_smiles	Calpain2 inh	zfTRPN1 agonist	KCC2 mod	Furin inh	Tb hexokinase	TRPML3 agonist	Thrombin inh	PPC-1+TRAIL kill	EBV gp42 block
COc1cc(C2/C(=C(/O)c3ccc(F)cc3)C(=O)C(=O)N2CCCC(=O)O)ccc1O (stereo not drawn)	7	-0.7	nt	9	-20	0.1	0	6	-1
Cc1c(C#N)c(N)nc2c3c(sc12)NC(=O)CC3c1ccc(Cl)cc1 (stereo not drawn)	8	2.6	-1.5	-23	-1	-0.2	-6	10	-6
Cc1cc2cc(OCC(=O)O)ccc2n1C	-17	-0.1	-0.29	-11[20 µM]	3	1.6	-2	-7	-9
FC(F)(F)c1ccc(CN2C[C@@H]3C(c4ccc(Cl)nc4)C4(c5ccccc5)CC3(C4)[C@H]2c2ccccc2)cc1 (stereo partly drawn)	-19	nt	0.012	-24	-5	nt	-8	-8	-26
CCOC(=O)c1ccc(NC(=S)Nc2cccc(C)n2)cc1	15	-0.5	0.39	-4	-6	0.1	-12	-4	-9
CC(O)CCc1nc2ccc(C(=O)O)cc2[nH]1 (stereo not drawn)	9	0.0	-0.27	-27	-24	0.4	-5	1	48
Cc1cc(N2CCN(C)CC2)ccc1NC(=O)c1cccc(S(=O)(=O)N2CCc3ccccc3C2)c1	-100	1.3	0.46	-10	0	2.0	10	3	-21
Cc1nnc(SCC(=O)Nc2nccs2)s1	-21	3.4	0.59	-29	1	0.9	-3	18	-5
CCOC(=O)CSc1nnc(C)c(=O)[nH]1	-31	0.7	1.5	-24[20 µM]	3	0.8	3	10	-13
Fc1ccc(NC(=S)N2CCSC2c2cccs2)cc1 (stereo not drawn)	7	-1.6	0.24	-14	3	-0.1	2	2	-14
O=C(COc1ccccc1Cl)Nc1cc(Cl)ccc1O	-18	0.2	0.55	-22	-1	1.1	-8	13	-12
COc1ccc(N(CC(=O)NCCSC2CCCCC2)S(C)(=O)=O)c(OC)c1	-23	0.4	-1.3	-11[20 µM]	0	1.1	4	15	-10
COC(=O)C(F)(F)Sc1c(C)[nH]c2ccccc12	-6	0.6	-1.4	-16[20 µM]	-2	1.0	2	31	-17
C=CCNc1sc(C(=O)c2ccccc2)c(N)c1-c1nc2ccccc2s1	-74	1.2	0.75	-9[20 µM]	-7	0.2	-1	-9	-22
COc1cscc1C(=O)O	3	0.2	-0.2	-14	11	0.5	-5	-2	0
COc1ccc(N2C(=O)NC(NC(=O)c3cccnc3)(C(F)(F)F)C2=O)cc1 (stereo not drawn)	20	1.8	-0.44	-5	8	0.0	-9	-14	1

The closing 4 compounds of the section above come first, to join the parts.
canonical_smiles	Calpain2 inh	zfTRPN1 agonist	KCC2 mod	Furin inh	Tb hexokinase	TRPML3 agonist	Thrombin inh	PPC-1+TRAIL kill	EBV gp42 block
COC(=O)C(F)(F)Sc1c(C)[nH]c2ccccc12	-6	0.6	-1.4	-16[20 µM]	-2	1.0	2	31	-17
C=CCNc1sc(C(=O)c2ccccc2)c(N)c1-c1nc2ccccc2s1	-74	1.2	0.75	-9[20 µM]	-7	0.2	-1	-9	-22
COc1cscc1C(=O)O	3	0.2	-0.2	-14	11	0.5	-5	-2	0
COc1ccc(N2C(=O)NC(NC(=O)c3cccnc3)(C(F)(F)F)C2=O)cc1 (stereo not drawn)	20	1.8	-0.44	-5	8	0.0	-9	-14	1
CC[N+](CC)(CCCCS(=O)(=O)[O-])CCNP1(=O)C=C(c2ccccc2)OC(c2ccccc2)=C1	31	0.6	-0.022	-12	-3	1.0	-3	-8	-13
Cc1cc2c(c(=O)n1Cc1ccco1)C(c1cccnc1)C(C#N)=C(N)O2 (stereo not drawn)	-24	-0.1	-0.71	-20	-2	-0.2	-1	16	-9
O=C(c1ccc(F)cc1)N1CCN=C1c1ccccc1	-4	-1.5	0.18	-16	-1	0.7	-9	6	-14
COc1ccc(C2=NOC(C(=O)N3CCCCCC3)C2)cc1OC (stereo not drawn)	-7	2.5	4.6	-27	-5	-0.3	5	-12	-40
c1ccc(-c2csc(Nc3cccnc3)n2)cc1	-8	-2.6	-0.34	-18	4	-0.5	-4	7	-4
CCNC(=S)N1CCC(NC(=O)c2ccco2)CC1	-10	0.0	-0.51	-10	-5	0.6	2	-4	-6
CCC(C)[C@H](NC(=O)NCc1ccccc1)C(=O)O (stereo partly drawn)	-4	0.6	nt	0	-4	0.3	-14	13	-16
COc1ccc(/C(N)=N/OC(=O)N2CCOCC2)cc1	8	1.6	-0.97	-16	3	0.6	-13	4	2
CCOC(=O)c1cc(C#N)c(N2CCOCC2)nc1-c1ccccc1	-13	0.3	0.5	-15	4	0.3	-3	14	-1
COc1cc(C(=O)NC(C(=O)Nc2cccc(C(C)=O)c2)C(C)C)cc(OC)c1OC (stereo not drawn)	-22	0.3	-0.54	-11	-1	-0.3	nt	20	1
COc1ccc(N2C(=O)C3C4c5ccccc5C(C=Nc5ccc(C)cc5C)(c5ccccc54)C3C2=O)cc1 (stereo not drawn)	nt	-2.6	nt	-10[20 µM]	-7	-0.3	nt	nt	nt
Cn1c2ccccc2c2cnn(CC(=O)Nc3ccc(Cl)cc3)c(=O)c21	-1	2.1	-2.1	-17	-17	0.8	-7	-8	-19
COc1ccc(CCN2C(=S)N(c3ccc(Cl)cc3)C(=O)C2CC(N)=O)cc1OC (stereo not drawn)	0	-0.3	0.91	-20	-9	0.8	-4	14	-12
Cc1ccc(C)n1-c1ccc(C(=O)NCc2cccnc2)cc1	10	1.5	-0.47	-19	-2	-0.1	-23	11	2
COc1ccc(-c2nc(NC(=O)CSc3nnc4ccccn34)ns2)cc1	-26	2.2	nt	-19[20 µM]	-9	0.3	8	10	-3
Nn1c(-c2cccs2)nc2sc3c(c2c1=O)CCCC3	-12	0.1	1.1	-14	-17	0.8	3	28	-22
Oc1ccc(N=Nc2c(O)ccc3ccccc23)cc1	24	-1.3	nt	0[20 µM]	5	-0.9	1	32	17
CCOC(=O)C1CN(S(=O)(=O)c2cccc(C(F)(F)F)c2)c2cc(CC(=O)OC)ccc2O1 (stereo not drawn)	-15	0.1	-0.081	-9	1	0.8	3	24	-2
CNc1nc(N/N=C/c2ccc([N+](=O)[O-])cc2)nc(Nc2ccccc2)n1	2	-0.9	-3.1	5	-15	-0.4	-6	13	-3
COc1ccc(CNC(=O)c2c(O)c3cccc4c3n(c2=O)CCC4)cc1	19	0.6	0.77	-14	-4	1.3	-8	-19	-13
Nn1c(Cc2ccc(Br)cc2)n[nH]c1=S	-20	-1.5	-2.1	-19	1	0.5	-11	9	-8
CSc1ccccc1NC(=O)CN(C)C(=O)c1cccc(S(=O)(=O)N(C)C)c1	0	1.3	-0.65	-14	-6	1.0	-8	-15	-15
O=C(NC1CC1)C1CCN(c2ccc(S(=O)(=O)N3CCOCC3)cc2)CC1	11	-0.8	1.6	-27[20 µM]	-1	0.4	1	11	-7
CC1CC(C)CN(CCOCCSc2ccc(Cl)cc2)C1 (stereo not drawn)	-1	0.4	0.26	-15	4	0.5	1	36	-11
O=C(Nc1ccc(N2CCCC2)cc1)c1ccc2ccccc2c1	42	-2.3	-0.86	-7	-7	-0.5	1	8	-25
CC(C)CN1C(=O)NC(NC(=O)c2ccco2)(C(F)(F)F)C1=O (stereo not drawn)	-30	1.8	-0.25	-15	32	1.6	3	10	-17
O=C(N/N=C\c1ccc(-c2ccccc2[N+](=O)[O-])o1)C1COc2cc3ccccc3cc2O1 (stereo not drawn)	-114	0.5	-0.13	-9[20 µM]	-11	0.1	5	10	-15
O=C(CN1CCN(Cc2ccccc2)CC1)N=Nc1c(O)[nH]c2ccccc12	15	1.3	-0.25	8	-26	-0.3	-1	10	-24
COc1ccc(NS(=O)(=O)c2cccc(Cl)c2Cl)cc1S(=O)(=O)N1CCCCC1	17	0.9	-0.031	-10	-4	-0.9	22	9	6
O=C(Nc1ccc(S(=O)(=O)N2CCCCC2)cc1)c1ccncc1	30	2.4	0.15	-5	35	1.1	-2	3	5
CCCCSc1nnc(CCC)n1N	-15	1.7	-0.5	-26[20 µM]	0	0.4	-1	6	-15
Cc1cc(C(F)(F)F)nc(NCc2ccc(F)cc2)n1	-20	-1.9	-0.13	-26	3	0.1	-2	-8	-5
CCOC(=O)/C=C/C(=O)Nc1ccc(S(=O)(=O)N(C)c2ccccc2)cc1	-129	2.6	-0.6	-26	-5	2.2	6	5	-10
CCOC(=O)CSC1=C(C#N)C(c2ccccc2F)C(C(C)=O)=C(C)N1 (stereo not drawn)	-3	-0.9	-1.3	-22	-4	-0.4	-3	14	-13
COc1ccc(-n2ccnc2)cc1	5	0.2	1	-30	-1	1.1	-11	32	3
CCOC(=O)N1CCN(C(=O)/C=C/c2cccc([N+](=O)[O-])c2)CC1	30	0.5	0.88	-21	1	0.1	-2	8	-8
COC(=O)CN1C(=S)N(c2ccc(Cl)cc2)C(=O)C1CC(=O)Nc1ccc(F)cc1 (stereo not drawn)	1	4.6	-0.83	-9	1	0.5	-3	24	11
O=S(=O)(Nc1ccccc1O)c1cccc2cccnc12	-25	4.5	-0.29	-22	-3	2.8	-7	18	-6
CN(C)S(=O)(=O)c1cccc(NC(=O)CNCc2ccccn2)c1	5	-1.3	nt	-16	-3	1.1	-4	26	-14
O=C(Nc1ccc(Br)cc1)c1ccc(N2C(=O)C3CC=C(Cl)CC3C2=O)cc1 (stereo not drawn)	-89	-0.4	nt	-17[20 µM]	14	1.6	-3	21	-39
COC(=O)CN(c1ccccc1F)S(=O)(=O)c1ccccc1	-7	-0.2	-0.11	-13	-2	-0.4	1	14	-13
O=C(C1CCCN(CCCc2ccccc2)C1)N1CCCCCC1 (stereo not drawn)	-3	-1.8	0.7	-23	-2	0.4	-6	20	-9
Cc1ccc(C2CC(=O)N3CN(c4ccc(Br)cc4)CSC3=C2C#N)o1 (stereo not drawn)	-2	0.3	nt	-17[20 µM]	9	0.7	23	5	-15
Cc1ccc(-n2ncc(C#N)c2/N=C/N2CCOCC2)cc1	13	0.3	1.4	-7[20 µM]	0	-0.1	3	15	-15
COCCN(C(=O)Cn1nnc2ccccc21)C(C(=O)NC1CCCC1)c1cc(OC)ccc1OC (stereo not drawn)	31	-1.1	-0.22	-7[20 µM]	-3	-0.1	-9	-6	4
CCC(=O)C1=C(O)C(c2cccc(Oc3ccccc3)c2)CCC1=O (stereo not drawn)	21	2.6	-1.1	-5	8	1.6	-1	7	-2
COCCN(C(=S)Nc1ccc(OC)cc1)C1CCN(C(C)C)CC1	3	0.8	0.041	-17	-6	0.5	-9	2	1
CC1=C(C(N)=O)C(c2ccccc2F)NC(=O)N1 (stereo not drawn)	-48	1.1	-1.2	-11[20 µM]	-1	-0.1	0	1	-11
